CaV13 ICDI inh: Primary screen for inhibitors of IQ motif and Ca2+-dependent inactivation inhibitor domain binding in CACNA1D, Förster resonance energy transfer in living cells, … | HEK cells, CFP/YFP FRET ICDI-IQ, plate reader, 10 min; percent FRET-ratio fall versus neutral wells | 0.098% of 340,000 active | AID 743397 | inhibition, % at 12.3 µM;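 active means mean replicate inhibition of at least 30% and at least 1% of replicates passing that level; inconclusive means only one of the two criteria is met; inactive means neither criterion is met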;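 further: 0% = median of the neutral control wells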
MC4R ag barr: activates human MC4R beta-arrestin recruitment | U2OS MC4R beta-arrestin complementation, luminescence; percent of melanotan II response, DMSO zero | 0.98% of 360,000 active | activation, % at 8.9 µM | AID 540308 | P32245;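 active means activation above a per-plate cutoff, the mean activation of sample wells on that plate plus 3 SD, cut at about 8% in these data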
Target sequence (P32245 whole entry, looked up): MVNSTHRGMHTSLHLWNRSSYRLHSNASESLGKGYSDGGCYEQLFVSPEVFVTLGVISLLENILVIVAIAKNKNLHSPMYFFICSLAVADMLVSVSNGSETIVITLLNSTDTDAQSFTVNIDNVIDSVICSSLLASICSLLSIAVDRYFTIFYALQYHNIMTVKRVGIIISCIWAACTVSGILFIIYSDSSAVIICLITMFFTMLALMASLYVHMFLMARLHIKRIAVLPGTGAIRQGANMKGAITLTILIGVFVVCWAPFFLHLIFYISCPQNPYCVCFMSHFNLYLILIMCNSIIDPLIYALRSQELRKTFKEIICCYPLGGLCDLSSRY
Vif inh: blocks HIV Vif function. HEK293T cells, Vif self-association by quenched fluorescence, imaging, 24 h. inhibition, % at 7.49 µM. 0.35% of 340,000 active. AID 602346; in the data active means inhibition above about 50%, passing the limit was not always enough; inconclusive means no clear call, values can overlap the other calls; inactive means below about 31%; further: some results filed as inactive read as strong as hits
MC4R antag cAMP: human MC4R antagonism in cAMP assay; MC4R-expressing cells, MTII-stimulated cAMP, LANCE TR-FRET; inhibition, % at 6.5 µM; 0.48% of 360,000 active; AID 540295;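 active means inhibition above its plate's cutoff, the mean of tested wells on that plate plus 3 SD, cut at about 29% in these data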;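 further: 0% = Melanotan II alone and 100% = Melanotan II plus saturating MCL0020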
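System: U2OS-MC4R stable cell line; Technique: Eu-cAMP/anti-cAMP TR-FRET, emission 671 nm; Repeats: single well per compound; Also added: Melanotan II; Dosing: one concentration, 6.5 µM nominal; Schedule: 30-min compound, 1-h challenge, 1-h detection, room temperature.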
PDI turbidity: inhibitors of human protein disulfide isomerase. inhibition, % at 10 µM. PDI insulin aggregation turbidity, A650, 90 min. AID 588391. 0.052% of 350,000 active;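 active means mean inhibition across replicates of 30% or more, whatever share of single replicates reach that level; inconclusive means mean inhibition below 30% while every single replicate reaches 30%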;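 further: absorbance from insulin aggregation driven by PDI reduction with DTT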
ABCB6 inh MLPCN: blocks the human ABCB6 transporter. fluorescence ratio to DMSO, % at 10 µM. 0.19% of 360,000 active. K562-ABCB6 porphyrin accumulation, flow cytometry, 1 h; active compounds read low. Q9NP58. AID 602162;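 active means fluorescence ratio to DMSO below 75%, the collection mean minus 3 SD; inconclusive means too few cells collected in the well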;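 further: signal is porphyrin accumulated inside mitochondria; 100% equals median channel fluorescence of DMSO control wells; lower ratio means ABCB6 inhibition with less porphyrin fluorescence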
H9c2 protect: protects H9c2 cardiomyocytes from peroxide injury | H2O2 injury protection, ATPLite, 2 h | protection from H2O2 cell death, % at 20 µM | 0.63% of 360,000 active;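 active means compounds giving at least 50% protection of heart cells from peroxide-induced death in the single-dose screen, raw or plate-pattern-corrected value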;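 further: 0% = DMSO wells with peroxide and 100% = DMSO wells without peroxide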
aDG glyco up: increases alpha dystroglycan glycosylation; Pro5-aDG cells, alpha-DG glycosylation AlphaScreen (IIH6); 0% Pro5, 100% B10-LARGE cell signal; activation, % at 10 µM; 0.22% of 360,000 active;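 active means activation of at least 8% versus controls, or a plate z-score of at least 8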;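 further: Pro5 are CHO cells carrying HIG-tagged alpha-DG that lacks glycosylation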
Glyco luc inh: blocks N-linked glycosylation in D54 reporter cells; reporter increase, % at 12.5 µM; AID 588692; 0.23% of 360,000 active; D54 ERlucT glycosylation luciferase reporter, 24 h; percent of 100 nM tunicamycin response;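 active means mean luciferase reporter signal, scaled so untreated is 0 and the glycosylation-blocking control 100, at or above a set limit in every replicate; inconclusive means mean reaches the limit but not every replicate does; inactive means mean below the limit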;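 further: luciferase carries N-glycosylation sites so blocking glycosylation raises the light; 0% = median of neutral control wells and 100% = median of 100 nM tunicamycin wells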
HTR2A ag: agonists of mouse serotonin 5-HT2A receptor (HTR2A) | P35363 | CHO-K1 mHTR2A beta-arrestin complementation, luminescence; percent of 30 µM serotonin response | activation, % at 7.6 µM | 0.66% of 360,000 active;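 active means activation above a run cutoff, the mean activation of all tested compounds plus 3 SD, cut at about 14% in these data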;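 further: 0% = plate median of compound wells and 100% = 30 µM serotonin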
Target sequence (P35363 whole entry, looked up): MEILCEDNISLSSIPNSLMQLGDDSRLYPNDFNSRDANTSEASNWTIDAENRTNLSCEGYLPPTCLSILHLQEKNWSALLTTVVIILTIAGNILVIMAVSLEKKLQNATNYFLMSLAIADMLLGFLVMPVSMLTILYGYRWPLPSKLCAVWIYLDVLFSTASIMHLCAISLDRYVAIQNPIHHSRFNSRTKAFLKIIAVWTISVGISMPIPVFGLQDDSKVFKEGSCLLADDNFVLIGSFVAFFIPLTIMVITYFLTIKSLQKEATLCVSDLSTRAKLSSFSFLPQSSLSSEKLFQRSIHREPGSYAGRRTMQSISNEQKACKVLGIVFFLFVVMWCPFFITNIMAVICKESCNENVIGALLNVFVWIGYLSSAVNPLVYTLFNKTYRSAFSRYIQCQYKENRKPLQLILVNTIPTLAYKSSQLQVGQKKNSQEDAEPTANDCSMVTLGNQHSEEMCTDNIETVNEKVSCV
* marks the source's active call; other numbers are inactive results; ? = inconclusive; . = no result given. No enrichment for hits. Share with any hit: about 3.6%.

SMILES	CaV13 ICDI inh	MC4R ag barr	Vif inh	MC4R antag cAMP	PDI turbidity	ABCB6 inh MLPCN	H9c2 protect	aDG glyco up	Glyco luc inh	HTR2A ag
Cc1csc(NC(=O)CCC(=O)N(CC(=O)NC2CCCC2)Cc2ccco2)n1	1	-1.7	0	3	1	91	-5	-0.2	-1	1
COc1ccc(CC(=O)N/N=C(\C)c2ccccn2)cc1	.	-1.9	-1	3	11	95	90*	0.8	-4	1
O=C(O)c1ccc(CNS(=O)(=O)c2ccc(Oc3ccccc3Cl)cc2)cc1	-4	0.5	-7	4	-3	99	-10	-0.2	1	7
Cc1cc(/C=C2\SC(=O)N(C)C2=O)c(C)n1-c1cccc(C(=O)O)c1	-6	-2.7	3	5	4	97	4	-0.2	0	1
O=C(NC1CCCCCC1)C1CCCN1S(=O)(=O)c1cccc2cccnc12 (stereo not drawn)	18	-1.9	-4	0	-4	104	4	0.1	-3	-8
O=C(NCc1ccccc1)c1ccc(NC(=O)C2CC2)cc1	-7	-1.3	-4	0	-2	100	-2	-0.1	0	-4
O=C1c2ccccc2C(=O)N1Cc1ccccc1F	-4	-1.4	-4	1	9	89	-2	-0.2	1	-6
CCc1ccc[n+](-c2[nH]c(=O)sc2/C=N/NC([S-])=Nc2ccccc2)c1	-238	1.2	2	5	4	100	1	-0.1	-4	0
O=C(NCC(=O)N1CCCC(C(F)(F)F)C1)c1ccc2ccccc2c1 (stereo not drawn)	-5	-3.9	-11	2	11	98	-3	-0.1	2	-1
CC1=C(C#N)c2nc(N)c(C#N)c(C)c2/C1=C\c1ccc(OCC(=O)O)c(Cl)c1	-5	-1.8	-2	-5	8	96	7	0.1	1	2
CN(C)CCCN(C(=O)c1ccc(S(=O)(=O)N2CCCc3ccccc32)cc1)c1nc2ccc(F)cc2s1	-7	-2.9	-6	17	22	99	-23	1.4	-3	-6
O=C1CC2(CCCC2)CC(=O)N1c1ccccc1	-2	-1.6	-2	13	14	100	0	0.0	3	3
O=S(=O)(NNC(=S)NCC1CCCO1)c1cc(Cl)ccc1Cl (stereo not drawn)	-6	-1.2	0	2	3	94	1	-0.4	0	3
OCCNc1nc(Nc2ccc(Cl)c(Cl)c2)nc2ccccc12	-6	-0.6	-6	0	-1	92	-17	0.4	-13	-6
O=C(CCN1CCN(c2ccccn2)CC1)Nc1ccc(F)cc1	.	0.0	-5	9	-1	101	7	0.6	2	-1
O=C1OC(OC(=O)c2ccccc2Br)C(N2CCOCC2)=C1Cl (stereo not drawn)	-5	0.2	0	1	-8	99	2	-0.3	2	-2
CC(C)(C)NC(=O)CSc1nnc(NC(=O)CCn2cnc3ccccc3c2=O)s1	.	-0.7	-4	4	0	100	15	0.3	1	-3
COc1ccccc1OCC(=O)NC1CC(C)(C)NC(C)(C)C1	-6	-0.2	-5	1	5	94	4	0.1	2	-1
CCOc1ccc(NC(=O)CN(C)C(=O)CC2CCCCC2)cc1OCC	-6	-1.2	-3	-3	-3	91	7	-0.1	2	-2
Cc1cc(C(=O)NCCC(c2ccccc2)c2ccccc2)c(C)o1	-3	1.3	-15	1	1	104	3	0.2	-2	-2
CC(C)NC(=O)c1ccc2c(c1)N(CC(=O)N1CCOCC1)C(=O)C(C)(C)O2	-3	-0.8	-11	-8	-3	88	5	0.0	0	2
NS(=O)(=O)c1cccc(NC(=O)COC(=O)CSCc2ccccc2)c1	-6	-0.7	2	-3	1	109	14	-0.2	1	-4
CCCCCCN1CCN(C2CN(Cc3ccc([N+](=O)[O-])cc3)S(=O)(=O)C2)CC1 (stereo not drawn)	-6	-1.2	2	-11	17	91	-1	0.5	7	-7
CCc1c(C)nc(N2CCN(Cc3ccc4c(c3)OCO4)CC2)[nH]c1=O	-4	-2.2	-10	4	-41	93	-3	0.2	0	-3
O=C(COc1coc(CN2CCN(c3ccccc3F)CC2)cc1=O)NC1CCCCC1	-6	-2.7	-2	10	0	95	-2	0.2	-1	-4
O=C(Nc1ccc2c(c1)OCCO2)c1ccc(Cl)cc1Cl	-20	1.5	-1	-6	2	102	-19	0.0	-15	8
Clc1ccccc1CN1CCN(/N=C/c2ccncc2)CC1	3	1.2	.	-3	6	100	-9	2.6	-1	-4
CCOC(=O)C1(CCOC)CCN(Cc2ccc(COC)o2)CC1	-3	-0.1	.	-3	12	103	-2	0.2	1	3
O=C(CCN1C(=O)/C(=C/c2ccccc2F)SC1=S)NCCc1ccc(O)cc1	-2	3.1	5	2	12	98	-12	0.2	0	-10
Cc1c(Cl)cccc1NC(=S)NC1CCCC1	?	-0.8	-2	15	3	100	-3	0.2	-2	-4
CSc1c(-c2ccccc2)nc2ccc(Cl)cc2c1C(=O)O	-5	-1.0	-2	4	-4	102	-10	-0.1	0	6
NC(=O)c1ccc(NC(=O)C2CCCO2)cc1 (stereo not drawn)	-4	-1.8	3	-2	1	90	5	1.0	2	4
CC(C)C(CO)N1CCN(Cc2ccccc2)CCC1=O (stereo not drawn)	-11	-2.1	.	1	0	97	0	-0.2	3	3
Cc1nc2ccccc2nc1OCC(=O)Nc1cc(C(F)(F)F)ccc1N1CCOCC1	-5	-1.9	12	-2	-4	98	14	0.0	2	-1
CCOC(=O)C1CCN(S(=O)(=O)c2ccc3c(c2)CC(=O)N3)CC1	6	-0.3	0	7	.	100	-2	0.0	1	1
Clc1ccc(C2=NN=C3COc4ccccc4N3C2)cc1	4	-0.5	-1	20	3	102	8	0.2	-1	-5
Cc1cc(C(=O)Nc2ccc(N3CCCCC3)cc2)no1	-2	-2.0	-6	0	3	96	-12	0.0	-18	3
CCCC(=O)NC(NC(=S)Nc1ccc(S(N)(=O)=O)cc1)C(Cl)(Cl)Cl (stereo not drawn)	-7	-1.5	1	16	0	102	-10	0.2	0	-2
CC(C)c1ccc(/C=N/NC(=O)C2CCCC2)cc1	.	-0.1	-5	10	-2	95	-3	0.8	-2	-1
c1ccc2sc(Nc3nc4cc5c(cc4s3)OCO5)nc2c1	-3	2.4	7	16	-5	85	-2	0.9	-8	-2
CCOC(=O)N1CCC(NC(=O)c2cc(C(=O)Nc3cccc(OC)c3)ccc2CO)CC1	.	1.3	-10	11	6	109	21	0.0	-1	1
O=C1NC[C@H](Cc2ccccc2)N(C[C@@H]2CCCN2C[C@H](Cc2ccc(O)cc2)N2C[C@H](Cc3ccc(O)cc3)N(CC3CCCCC3)C(=O)C2=O)C1=O	-6	.	.	.	.	100	.	0.0	.	0
O=C(Nc1ccc2c(c1)OCO2)C1CC(c2ccccc2Cl)=NO1 (stereo not drawn)	.	1.8	0	13	0	103	0	0.0	1	-2
NC(CC(=O)O)c1cccc(OCc2ccccc2)c1 (stereo not drawn)	-3	-1.5	-2	1	2	95	3	0.2	1	3
C=C(C1=CCN(S(=O)C(C)(C)C)[C@@H]1CCO)c1ccccc1 (stereo partly drawn)	-9	-1.4	-2	7	-5	105	1	0.2	-1	3
Cc1ccc(NCc2nc(SCC(=O)Nc3ccccc3)n[nH]2)cc1	-19	-0.6	20	9	-3	96	-6	0.0	3	-1
COc1cc(C(=O)N2CCCCC2c2cc(C(=O)NCc3cccnc3)no2)cc(OC)c1C (stereo not drawn)	-8	-2.4	-7	0	-4	93	-5	-0.2	4	-7
O=C(Cc1ccc(Cl)cc1)Nc1ccc(C(=O)N2CCOCC2)cc1	-2	0.2	7	-9	-3	101	0	-0.3	1	3
O=C(Cn1cc2c(n1)CCCC2)NCc1ccccn1	-1	0.6	-2	1	.	101	0	0.1	0	0
O=C(O)CC(CC(=O)O)c1ccsc1	-4	-0.6	4	8	-1	97	-4	-0.5	1	-5
O=C(COc1coc(CN2CCc3ccccc3C2)cc1=O)Nc1ccc([N+](=O)[O-])cc1	-2	3.3	-2	4	3	101	-2	0.7	1	-7
CCN(CC)S(=O)(=O)c1ccc(NC(=O)c2cccs2)cc1	10	-0.7	-4	-2	-1	92	0	0.3	-1	-3
COc1ccccc1C(=O)NCC(=O)OCC(=O)N1CC(C)OC(C)C1 (stereo not drawn)	-16	-0.6	7	11	5	104	11	0.4	2	-1
CCCCn1c(SCc2ncc(-c3ccccc3)o2)nc2cc(S(N)(=O)=O)ccc21	-5	1.1	-5	2	-1	88	-12	1.3	-3	7
Cc1noc2ncnc(Oc3ccc(Cl)cc3Cl)c12	-5	-0.9	5	9	0	96	15	0.1	0	5
O=C(c1cccc([N+](=O)[O-])c1)N1CCc2ccccc21	-5	-0.1	0	17	-4	98	2	-0.1	3	2
CC1Sc2ccc(S(=O)(=O)CCC(=O)NCc3ccc(Cl)cc3)cc2NC1=O (stereo not drawn)	-10	-2.8	-8	-1	-5	94	-1	-0.2	-1	-3
CC(OC(=O)CCN=C1NS(=O)(=O)c2ccccc21)C(=O)Nc1ccccc1F (stereo not drawn)	-5	-1.7	3	7	-1	98	-4	0.2	3	-2
Cc1ccnc(NC(=O)Cn2c(=O)oc3cc(S(=O)(=O)N4CCCC4)ccc32)c1	-8	-1.1	.	6	17	97	-3	0.3	2	-2
COc1ccc(NCC(=O)Nc2ccc(C#N)cc2)cc1Cl	-4	1.7	-2	14	5	100	-11	0.1	-1	-2

Remaining list, next part
SMILES	CaV13 ICDI inh	MC4R ag barr	Vif inh	MC4R antag cAMP	PDI turbidity	ABCB6 inh MLPCN	H9c2 protect	aDG glyco up	Glyco luc inh	HTR2A ag
COc1ccc(-n2nc(C(=O)NCC(=O)NCCN(C)C)c3ccccc3c2=O)c(OC)c1	-3	-1.2	0	0	3	96	5	0.0	0	-1
Cc1nn(C)cc1C(N)=O	-1	-1.4	22	-3	5	90	4	-0.3	2	-2
CCOc1ccc(CN2C(=O)CCC2(C)C(=O)NCc2cccnc2)cc1 (stereo not drawn)	-7	0.2	.	3	2	95	14	-0.3	1	7
Cc1sc(NC(=O)CSc2n[nH]c(N)n2)c(C#N)c1C	-8	0.5	23	10	7	159	15	-0.1	0	-6
COc1ccc(C=O)cc1CSc1ccccn1	-1	-2.0	28	8	1	106	9	0.0	2	-2
CCOC(=O)[C@H]1[C@H]2COc3cc(OC)ccc3[C@@H]2N2C(=O)CN(Cc3ccc(Cl)cc3)C(=O)[C@@]12C	-4	-0.3	0	5	-4	99	5	0.0	1	1
CCc1ccc(NC(=O)C2CCCCC2C(=O)O)cc1 (stereo not drawn)	-6	1.9	1	14	1	93	1	-0.2	-1	0
COCCCNc1ncnc2nc[nH]c12	-5	-0.6	4	9	2	99	-1	-0.1	0	-4
Nc1ncnc2c1ccn2[C@H]1CN(Cc2ccc(Cl)cc2)C[C@@H](CO)O1	-6	-0.3	-8	1	18	96	-13	-0.1	0	8

Screening results deposited in PubChem by several laboratories.
